# STAT1 blocker: STAT1 signaling inhibitors, primary screen, cell-based, HTS, luciferase reporter | inhibition, % at 5.5 µM | 0.35% of 200,000 active | NIH 3T3 STAT1-luciferase reporter, IFN-gamma, luminescence;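 active means inhibition above a set limit, the mean inhibition across all tested compounds plus 3 SD, cut at about 34% in these data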;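 further: 0% = IFN-gamma with DMSO and 100% = IFN-gamma with 300 µM nifuroxazide; values of inactives mirror those of a sister screen read the other way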
# SRC2 TRFRET art: TR-FRET signal artefacts, primary screen, artefact control for PPARgamma SRC-2 agonist project, biochemical; AID 1049, 2008; 0.4% of 200,000 active; TR-FRET artefact counter-screen; hits give high values; TR-FRET ratio at 8 µM; in the data active means TR-FRET ratio above about 2000; further: inactives centre near 1500
# RAM network inh: inhibitors of the yeast RAM network, primary screen, dse1pr::URA3 reporter, 5-FOA selection. S. cerevisiae dse1pr::URA3 reporter, 5-FOA growth OD615, 2 d; analog-sensitive cbk1-as2 kinase mutant strain. inhibition, % at 50 µM. 1.8% of 190,000 active. AID 868, 2007;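 active means inhibition above a set limit, 3 SD over mean compound inhibition, cut at about 8.4% in these data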;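 further: 0% = DMSO-only wells with no growth and 100% = 10 µM 1-NA-PP1 full growth; inhibition rescues growth on 5-FOA so higher OD means more RAM inhibition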
# S1P3 antagonist: S1P3 receptor antagonists, primary screen, cell-based. inhibition, % at 4.98 µM. CHO S1P3 NFAT-BLA reporter, FRET fluorescence, antagonist mode. 0.27% of 170,000 active. Sphingosine 1-phosphate receptor 3 (Homo sapiens), Q99500;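 active means inhibition above the plate cutoff, the mean inhibition of test wells on that plate plus 3 SD, cut at about 28% in these data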;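 further: cells challenged with S1P at its EC80 of 0.8 µM; blue over green emission ratio from cleaved BLA substrate after 4 h stimulation; 0% = S1P-stimulated wells and 100% = unstimulated DMSO-only wells; some compounds past the cut are filed as inactive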
# Target sequence (Q99500 whole entry, looked up): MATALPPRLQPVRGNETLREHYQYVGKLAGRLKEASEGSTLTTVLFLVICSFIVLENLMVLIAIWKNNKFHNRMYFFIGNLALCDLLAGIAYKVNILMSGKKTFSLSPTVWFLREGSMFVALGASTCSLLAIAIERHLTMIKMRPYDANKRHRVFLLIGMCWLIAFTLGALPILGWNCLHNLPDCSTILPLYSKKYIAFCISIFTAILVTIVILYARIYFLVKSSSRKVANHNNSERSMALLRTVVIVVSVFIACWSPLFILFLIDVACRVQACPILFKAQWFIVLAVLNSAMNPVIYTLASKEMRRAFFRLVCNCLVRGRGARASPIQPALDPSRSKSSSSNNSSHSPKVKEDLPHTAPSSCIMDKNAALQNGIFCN
# ROMK primary: ROMK potassium channel modulators, primary screen, cell-based, thallium flux, MLSMR library; 2% of 130,000 active; B-score at 10 µM; ATP-sensitive inward rectifier potassium channel 1 (Homo sapiens), P48048; Tet-inducible ROMK, thallium flux fluorescence; actives lie on both sides;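 active means signal ratio slope over the read window, or its plate-corrected B-score, at least 3 SD from the plate mean, either direction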;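 further: B-score of the F/F0 ratio slope over 7 to 12 s after thallium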
# PPARg SRC-2 ag: agonists of PPARg-SRC-2 recruitment, primary screen, biochemical, HTS | PPARgamma LBD-SRC-2 recruitment | AID 1032, 2008 | activation, % at 8 µM | 0.34% of 200,000 active; in the data active means activation above about 22%;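 further: 0% = vehicle and 100% = reference agonist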
# Target sequence (P37231 whole entry, looked up, the tested form may be a part): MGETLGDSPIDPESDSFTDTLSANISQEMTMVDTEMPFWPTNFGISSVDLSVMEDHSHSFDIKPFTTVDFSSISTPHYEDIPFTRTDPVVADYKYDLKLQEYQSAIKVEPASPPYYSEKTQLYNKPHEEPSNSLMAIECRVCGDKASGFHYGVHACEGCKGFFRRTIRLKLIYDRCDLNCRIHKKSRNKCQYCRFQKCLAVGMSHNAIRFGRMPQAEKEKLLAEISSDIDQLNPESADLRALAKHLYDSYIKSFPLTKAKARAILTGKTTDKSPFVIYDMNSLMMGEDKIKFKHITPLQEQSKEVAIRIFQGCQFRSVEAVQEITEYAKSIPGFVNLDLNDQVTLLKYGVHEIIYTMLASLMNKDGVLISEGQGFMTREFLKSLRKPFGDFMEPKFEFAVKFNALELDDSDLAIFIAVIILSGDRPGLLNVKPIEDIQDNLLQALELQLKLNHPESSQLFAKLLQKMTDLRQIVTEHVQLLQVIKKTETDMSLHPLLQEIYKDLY
# STAT3 blocker: IL-6 driven STAT3 reporter inhibitors, primary screen, U3A cells, luciferase, luminescence, MLSCN library; IL-6 STAT3-luciferase reporter; host cell line lacks STAT1; inhibition, % at 5.5 µM; 0.89% of 190,000 active; AID 862, 2007;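 active means inhibition above the mean inhibition across all screened compounds plus 3 SD, cut at about 44% in these data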;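 further: 0% = DMSO only wells and 100% = 100 µM nifuroxazide control wells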
# TLR4 MyD88 comp: inhibitors of TLR4-MyD88 association in cells, primary screen, cell-based, HeLa CL3-4, BLA complementation, FRET ratio; 0.18% of 200,000 active; HeLa CL3-4 TLR4/MyD88 BLA complementation; inhibition, % at 8.4 µM; in the data active means inhibition above about 25%;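 further: 0% = vehicle and 100% = reference inhibitor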
# PPARg SRC-1 ag: PPARgamma agonists recruiting SRC-1 coactivator, primary screen, biochemical; 0.41% of 200,000 active; PPARgamma-SRC-1 coactivator recruitment biochemical assay; activation, % at 8 µM; in the data active means activation above about 19%;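 further: 0% = DMSO and 100% = reference agonist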
# STAT3 act: IL-6 driven STAT3 reporter potentiators, primary screen, U3A cells, luciferase, luminescence, MLSCN library; IL-6 STAT3-luciferase reporter; 100% = signal with IL-6 EC80 alone; activation (% of control), % at 5.6 µM; 0.91% of 190,000 active; AID 871, 2007;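 active means activation above the screen-wide mean of compound activation plus 3 SD, cut at about 130% in these data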;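 further: 0% = background luminescence of wells with medium and substrate only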
#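 Test system: Human STAT1-deficient U3A cells with stable STAT3-luciferase reporter | Also added: Interleukin-6, 33 ng/mL | Timing: Compound pre-incubation 1 h before IL-6, then 6 h stimulation at 37 °C | Technique: Luciferase reporter luminescence | Read-out: Percent of IL-6-only median luminescence | Benchmarks: IL-6-only wells as 100% reference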
# PPARg SRC-3 ag: PPARgamma agonists recruiting SRC-3 coactivator, primary screen, biochemical | 0.26% of 200,000 active | biochemical PPARgamma/SRC-3 coactivator recruitment assay | Peroxisome proliferator-activated receptor gamma (Homo sapiens), P37231 | activation, % at 8 µM; in the data active means activation above about 23%;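 further: 0% = DMSO and 100% = reference agonist; some compounds past the cut are filed as inactive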
# Active calls of the source: *; / = not tested or not shown. Random draw from the library. About 5.6% of those tested had a hit in this group.
SMILES,STAT1 blocker,SRC2 TRFRET art,RAM network inh,S1P3 antagonist,ROMK primary,PPARg SRC-2 ag,STAT3 blocker,TLR4 MyD88 comp,PPARg SRC-1 ag,STAT3 act,PPARg SRC-3 ag
COC(=O)c1cc(C(=O)OC)cc(S(=O)(=O)Nc2ccc(Cl)c(N)c2)c1,1,1448,5.4,-19,/,1,2,3,6,106,-2
CN(C(=O)CSc1ncccc1C(=O)O)c1ccccc1,0,1489,1.7,10,1,0,1,5,-4,101,8
O=C1c2ccccc2C(=O)N1CCc1nc(-c2ccc(Cl)cc2)no1,-1,1446,3.0,/,/,-2,9,1,-4,95,11
COc1ccc(NC(=O)C(c2ccc(OC)cc2)N(C)C(=O)CC2NC(=O)NC2=O)cc1 (configuration not stated),8,1562,0.7,1,1,-1,3,1,2,96,1
CCCCCc1nnc(NC(=O)C2CCCO2)s1 (configuration not stated),-28,1283,-0.3,0,/,-1,-12,-7,-2,111,15
Nc1c(-c2ccccc2)cnn1C1CCS(=O)(=O)C1 (configuration not stated),5,1402,3.4,/,-0.55,-1,8,-1,2,97,-1
O=C(Cn1ncc2c(=O)oc3ccccc3c21)NCC1COc2ccccc2O1 (configuration not stated),7,1646,1.9,6,/,-9,15,1,-1,91,-5
COc1ccc(CSc2nc(C)cc(=O)[nH]2)cc1,-6,1424,0.1,3,/,-1,10,-1,9,99,-1
Cc1nc2ccc3nc(NC(=O)c4ccc(S(=O)(=O)N5CCOCC5)cc4)sc3c2s1,-4,1396,3.5,/,0.54,0,10,-12,2,96,-7
Cc1cc(Br)c(S(=O)(=O)n2nnc3ccccc32)cc1C,1,1532,-0.9,1,0.096,-2,6,7,-2,98,-8
COc1cc(C(=O)OCC(=O)Nc2cc(C)on2)c([N+](=O)[O-])cc1OC,-2,1512,1.8,-16,0.13,5,0,-9,3,108,0
COc1ccc(S(=O)(=O)N2CCC(NC(=O)Nc3ccc(C)cc3)CC2)cc1,-1,1531,1.4,-10,/,-5,17,7,0,93,-4
O=C(CCC1CCCN(C(=O)C2(c3ccccc3)CC2)C1)N1CCN(c2ccccn2)CC1 (configuration not stated),-1,1516,1.1,-13,/,2,7,0,10,97,3
O=C(c1cccc(F)c1)N1CCN(C(=O)c2cc(-c3ccc(Cl)cc3Cl)on2)CC1,5,1513,1.8,-2,-4.2*,9,24,13,3,82,-8
COc1cc(C)c(Br)cc1S(=O)(=O)N1CCCC1,-1,1592,0.3,8,/,7,8,0,5,97,6
Cc1ccc(-n2c(Cc3cccs3)nnc2SCC(=O)Nc2ccc(F)c(F)c2)cc1,12,1587,1.9,/,1.1,6,10,7,0,91,4
O=C(NCc1ccc2c(c1)OCO2)C1CC(=O)N(c2ccc(F)cc2)C1 (configuration not stated),0,1553,0.1,/,0.026,-3,-2,25*,0,105,-1
COc1ccc(C/C(=N\O)c2ccc(OC)cc2)cc1,-11,1632,-0.3,/,/,7,-3,-24,4,106,8
Cc1nn(C)c(C)c1S(=O)(=O)N1CCC(CO)(Cc2ccc(Cl)cc2)CC1,4,1702,4.6,-3,0.59,7,7,2,8,99,0
O=C(Nc1ncnc2sc3c(c12)CCC3)c1ccco1,-3,1481,-0.3,-26,/,-6,14,-1,3,92,4
CCN(CC)C(=O)c1ccc(COc2ccccc2Br)o1,-5,1506,0.7,33,-0.64,-5,28,-6,4,81,-11
O=S(=O)(NCC1CCCO1)c1ccc2c(c1)OCCO2 (configuration not stated),5,1496,2.6,4,0.17,7,2,12,2,102,-16
Cc1ccc(C(=O)N(C)CC(=O)Nc2ccc(F)c(F)c2F)o1,-8,1622,0.2,2,-1,4,-10,-2,-3,110,7
CCCc1nn2c(=O)c(C(c3ccc(C)cc3)c3c(O)nc4sc(CCC)nn4c3=O)c(O)nc2s1,-1,1841,1.2,/,/,10,12,4,-4,99,-2
CCOC(=O)Cc1c(C)nc(N)[nH]c1=O,-7,1498,1.1,-10,-0.025,2,1,0,-4,101,2

# (listing goes on)
SMILES,STAT1 blocker,SRC2 TRFRET art,RAM network inh,S1P3 antagonist,ROMK primary,PPARg SRC-2 ag,STAT3 blocker,TLR4 MyD88 comp,PPARg SRC-1 ag,STAT3 act,PPARg SRC-3 ag
Nc1nc(Cl)cc(N2CCC(c3cc(-c4ccc(Cl)cc4Cl)n[nH]3)CC2)n1,11,1573,1.1,/,/,10,39,7,4,71,4
CNC(=O)NC(=O)CSc1nnc(-c2ccco2)n1Cc1ccccc1,-6,1404,1.5,/,/,-2,1,1,0,101,-9
Cn1c(SCC(=O)Nc2cc(S(=O)(=O)N3CCOCC3)ccc2N2CCOCC2)nnc1-c1ccncc1,3,1647,1.8,-2,-0.7,-4,10,-7,-3,99,4
COC(=O)CNC(=O)COC(=O)/C=C/c1ccccc1[N+](=O)[O-],22,1372,-0.9,-3,0.72,-6,-35,-12,1,144*,-1
Cc1ccc(CNC(=O)C(NS(=O)(=O)c2ccc3nc(C)sc3c2)C(C)C)cc1 (configuration not stated),4,1830,-0.1,/,/,5,8,0,-1,100,10
CCOC(=O)Nc1ccc2c(c1)Nc1ccccc1S2,4,1637,1.9,38,0.47,9,23,5,13,85,-3
CC(=O)Nc1ccc(NC(=O)C23CC4CC(C2)CC(n2cnc(Br)n2)(C4)C3)cc1,-1,1520,2.3,-1,0.11,-3,5,-2,-6,100,-4
CC(=C/C(=O)O)/C(=C/c1ccccc1)C(=O)O,4,1570,0.2,5,/,4,12,2,7,92,0
Cc1nn(C(C)c2n[nH]c(=S)n2-c2ccc(F)cc2)c(C)c1[N+](=O)[O-] (configuration not stated),0,1450,0.7,/,/,7,-12,-5,8,112,8
COc1cc(CC(=O)OCC(=O)Nc2ccc3c(c2)OCO3)cc(OC)c1OC,1,1595,0.8,10,0.072,-8,5,-15,0,101,-1
CC(OC(=O)C1CCC(=O)N1)C(=O)Nc1cc(Cl)cc(Cl)c1 (configuration not stated),-6,1637,1.3,-21,0.6,5,2,2,8,101,1
CCOc1ccc(-n2c(Cc3cc(=O)[nH]c(=O)[nH]3)nnc2SCC(N)=O)cc1,0,1496,-0.7,-4,/,-3,9,-2,-2,97,2
COc1cc(C(=O)NCCC(=O)NC2CCCCCCC2)cc(OC)c1OC,6,1740,0.4,-26,/,2,-1,1,-1,105,1
CN(C)[C@@H]1C(=O)C(C(=O)NCN2CCCC2)=C(O)[C@@]2(O)C(=O)C3=C(O)c4c(O)cccc4[C@@](C)(O)C3CC12 (some centres not stated),2,1409,0.1,-8,/,4,-2,-1,3,104,2
CCOc1cccc(CNn2cnnc2)c1OCc1ccccc1,5,1389,-0.8,/,/,5,8,-2,3,96,6
Cc1cccc(CSc2ccc(-c3ccco3)nn2)c1,-37,1643,1.5,-10,-0.96,12,4,-5,15,95,3
O=C(NCc1ccccc1)C(c1ccccc1)N(Cc1cccs1)C(=O)c1cnccn1 (configuration not stated),-9,1403,1.5,/,-0.23,-9,-25,3,-3,129,-2
CC(=O)Nc1cn(C(C)=O)c(C)n1,-1,1656,1.7,-9,-0.18,0,-1,4,2,104,0
Cc1ccc(/C(O)=C2\C(=O)C(=O)N(CC(C)O)C2c2ccc(N(C)C)cc2)cc1 (configuration not stated),-2,1503,1.9,-40,/,-4,1,7,0,102,15
COC(=O)c1cc(=O)n(CCc2ccc(OC)c(OC)c2)c(=Nc2ccc(F)c(Cl)c2)s1,11,1594,3.0,/,/,-1,5,15,1,100,-8
O=C(Nc1ccc2c(c1)OCO2)C1CC(c2ccc(F)cc2)=NO1 (configuration not stated),-1,1435,3.4,/,0.58,-3,1,-4,-3,102,3
O=C(COc1ccc([N+](=O)[O-])cc1)N/N=C/c1cc([N+](=O)[O-])ccc1N1CCOCC1,-3,1669,4.2,-7,/,1,2,-8,1,100,-2
Brc1cccc(-c2nnc3n2CCCCC3)c1,6,1447,0.9,-10,/,-10,12,9,-3,98,-7
CCC(=O)Nc1ccc(-c2nn3c(C)nnc3s2)cc1C,0,1588,1.6,-30,/,7,-9,-5,10,108,12
CC1CCCCN1S(=O)(=O)c1ccc2c(c1)CCN2C(=O)CCC(=O)O (configuration not stated),0,1663,-0.7,-18,-0.4,1,-2,-5,1,104,6
CCOC(=O)c1c(C)[nH]c(C(=O)CSc2nnc(CC(C)c3ccccc3)o2)c1C (configuration not stated),-4,1550,5.0,-11,/,2,-1,2,0,107,-8

# Eight structures from above, sorted by formula weight, descending:
SMILES,STAT1 blocker,SRC2 TRFRET art,RAM network inh,S1P3 antagonist,ROMK primary,PPARg SRC-2 ag,STAT3 blocker,TLR4 MyD88 comp,PPARg SRC-1 ag,STAT3 act,PPARg SRC-3 ag
Cn1c(SCC(=O)Nc2cc(S(=O)(=O)N3CCOCC3)ccc2N2CCOCC2)nnc1-c1ccncc1,3,1647,1.8,-2,-0.7,-4,10,-7,-3,99,4
CCOC(=O)c1c(C)[nH]c(C(=O)CSc2nnc(CC(C)c3ccccc3)o2)c1C (configuration not stated),-4,1550,5.0,-11,/,2,-1,2,0,107,-8
COc1cc(CC(=O)OCC(=O)Nc2ccc3c(c2)OCO3)cc(OC)c1OC,1,1595,0.8,10,0.072,-8,5,-15,0,101,-1
CCOc1ccc(-n2c(Cc3cc(=O)[nH]c(=O)[nH]3)nnc2SCC(N)=O)cc1,0,1496,-0.7,-4,/,-3,9,-2,-2,97,2
Cc1nn(C(C)c2n[nH]c(=S)n2-c2ccc(F)cc2)c(C)c1[N+](=O)[O-] (configuration not stated),0,1450,0.7,/,/,7,-12,-5,8,112,8
CC(OC(=O)C1CCC(=O)N1)C(=O)Nc1cc(Cl)cc(Cl)c1 (configuration not stated),-6,1637,1.3,-21,0.6,5,2,2,8,101,1
O=C(Nc1ccc2c(c1)OCO2)C1CC(c2ccc(F)cc2)=NO1 (configuration not stated),-1,1435,3.4,/,0.58,-3,1,-4,-3,102,3
CC(=O)Nc1cn(C(C)=O)c(C)n1,-1,1656,1.7,-9,-0.18,0,-1,4,2,104,0
